High-throughput results: PubChem BioAssay, several laboratories
GlmU inhibition – inhibition of mycobacterial GlmU enzyme – biochemical, glucosamine-1-phosphate acetyltransferase (AID 1376); Bifunctional protein GlmU (Mycobacterium tuberculosis (strain ATCC 25618 / H37Rv)); M. tuberculosis GlmU acetyltransferase enzyme assay; higher % means a stronger effect; inhibition, %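 (tested at 30 µM in the primary screen)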, or IC50 in µM where a hit was titrated; 0.25% of 220,000 active; in the data active means inhibition above about 13%;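 further: 0% = complete reaction with vehicle and 100% = reaction without substrate; strong numbers were not always called active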
RmlCD inh 1536 – M. tuberculosis RmlC/RmlD coupled enzyme inhibitors, primary screen, biochemical, compound mixtures, 384-well, from 1536-well plates; dTDP-4-dehydrorhamnose reductase (Mycobacterium tuberculosis (strain ATCC 25618 / H37Rv)) …; inhibition, % at 3.6 µM; RmlC+RmlD coupled enzyme assay, percent inhibition; primary screen in compound mixtures; 0.03% of 160,000 active; in the data active means inhibition mostly above about 34%, no sharp cut-off; further: some results filed as inactive read as strong as hits
Target sequence (P9WH09 whole entry, looked up): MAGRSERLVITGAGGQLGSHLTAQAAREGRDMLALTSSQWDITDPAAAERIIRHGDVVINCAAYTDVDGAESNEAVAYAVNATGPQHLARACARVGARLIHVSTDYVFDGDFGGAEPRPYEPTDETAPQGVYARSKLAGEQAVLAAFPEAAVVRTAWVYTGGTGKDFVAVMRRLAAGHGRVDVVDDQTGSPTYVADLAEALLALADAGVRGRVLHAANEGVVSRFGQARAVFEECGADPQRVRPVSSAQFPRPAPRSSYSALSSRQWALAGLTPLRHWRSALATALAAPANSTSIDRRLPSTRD
Target sequence (P9WH11 whole entry, looked up): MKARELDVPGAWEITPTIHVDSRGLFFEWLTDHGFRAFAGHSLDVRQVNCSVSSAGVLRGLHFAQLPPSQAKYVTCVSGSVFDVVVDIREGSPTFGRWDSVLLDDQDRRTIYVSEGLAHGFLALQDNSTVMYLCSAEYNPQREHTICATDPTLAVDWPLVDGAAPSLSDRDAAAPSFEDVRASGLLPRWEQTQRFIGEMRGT
Starred values were filed as active, the others as inactive. Only part of the results is shown, so the mix of outcomes need not match the whole.

Screening COc1ccc(C(CNC(=O)c2ccc(OCC3CCCO3)cc2)N2CCOCC2)cc1 (stereo unspecified) returned GlmU inhibition -3.9% and RmlCD inh 1536 -7.
`CCOc1ccccc1NC(=O)N1CCC(C(=O)c2ccc(F)cc2)CC1` gave GlmU inhibition 0.4% and RmlCD inh 1536 -4.
CN(CCc1ccccn1)C(=O)CCC1CCCN(C(=O)c2cscn2)C1 (stereo unspecified) was read as GlmU inhibition 2.8% and RmlCD inh 1536 -6.
`Cc1ccc(-n2c(C)cc(C(=O)CN3C(=O)C(=O)N(C4CCCC4)C3=O)c2C)cc1` gave GlmU inhibition 1.5% and RmlCD inh 1536 5.
Screening O=C(O)c1cccc(-n2cccc2C=C2C(=O)c3ccccc3C2=O)c1 returned GlmU inhibition 8.0% and RmlCD inh 1536 7.
COc1ccc(OC)c(/C=C/C(=O)N(C)CC(=O)Nc2cc(C)ccc2C)c1 was read as GlmU inhibition 5.5% and RmlCD inh 1536 6.
`CS(=O)(=O)N1CCN(c2ccc([N+](=O)[O-])c(NCc3ccc(Cl)cc3)c2)CC1` gave GlmU inhibition 3.2%.
Screening CCOC(=O)c1cc2occc2n1CC(=O)N1CCCc2ccccc21 returned GlmU inhibition -2.8%.
COc1cc(/C=N/NC(=O)C2c3ccccc3Oc3ccccc32)ccc1O was read as GlmU inhibition 1.4% and RmlCD inh 1536 10.
CCOC(=O)c1cc(C(=O)c2cc(Cl)ccc2O)coc1=N was read as GlmU inhibition 1.7% and RmlCD inh 1536 0.
CCN(CC)S(=O)(=O)c1ccc2oc(C(=O)O)c(C)c2c1 was read as GlmU inhibition 0.1% and RmlCD inh 1536 10.
`COc1ccccc1C(CC(=O)c1ccccc1)CC(=O)c1ccccc1` gave GlmU inhibition -4.0% and RmlCD inh 1536 3.
Screening CCOC(=O)C1=C(c2cccc(Oc3ccccc3)c2)NC(=S)NC1C (stereo unspecified) returned GlmU inhibition 1.1% and RmlCD inh 1536 -8.
`CCN1CCN(C(=O)CN(C)S(=O)(=O)c2ccc3ccccc3c2)CC1` gave GlmU inhibition 1.5% and RmlCD inh 1536 6.
Screening COc1ccc(-c2cc(C(F)(F)F)n3ncc(C(=O)O)c3n2)cc1OC returned GlmU inhibition 0.4% and RmlCD inh 1536 -4.
`Cc1ccc2c(c1)CN1CN2Cc2cc(C)ccc21` gave GlmU inhibition 4.7% and RmlCD inh 1536 5.
Screening CCOc1ccc(CNC(=O)c2ccc(Sc3ccc(Cl)cc3)c(NC(C)=O)c2)cc1OC returned GlmU inhibition -0.6% and RmlCD inh 1536 0.
CCOc1ccc2nc(NCCNC(=O)C(C)C)c(C)cc2c1 was read as GlmU inhibition 7.9% and RmlCD inh 1536 -5.
`CCCCN(CCCC)S(=O)(=O)c1ccc(NC(=O)c2cccs2)cc1` gave GlmU inhibition 2.0%.
For CC(=O)N1N=C(c2ccncc2)OC12CCCCCC2 the results were GlmU inhibition 6.4%.
Screening CNC(=O)c1cc2c(s1)-c1ccccc1CC2 returned GlmU inhibition -11% and RmlCD inh 1536 57*.
`O=C(c1cc2cc([N+](=O)[O-])ccc2oc1=O)N1CCN(c2ncccn2)CC1` gave GlmU inhibition 1.3%.
For O=c1[nH]c(=O)n(Cc2ccc(F)cc2)c(O)c1C=NCCCN1CCOCC1 the results were GlmU inhibition -0.4%.
For O=C(O)CCc1nn2c3ccccc3n(Cc3ccccc3F)c2nc1=O the results were GlmU inhibition -0.5% and RmlCD inh 1536 6.
Cn1c(SCC(=O)Nc2ccccc2)nc2c([nH]c3ccccc32)c1=O was read as GlmU inhibition 5.4% and RmlCD inh 1536 -10.
Screening Cc1cccc(C)c1NC(=S)NNc1ncc(C(F)(F)F)cc1Cl returned GlmU inhibition 2.2% and RmlCD inh 1536 6.
`CN1CCN(C(=O)c2cnn(-c3ccccc3)c2NC(=O)c2ccccc2F)CC1` gave GlmU inhibition -1.2% and RmlCD inh 1536 6.
O=[N+]([O-])c1ccc(S(=O)(=O)CC(CN2CCOCC2)N2CCOCC2)cc1 (stereo unspecified) was read as GlmU inhibition 3.0%.
`COc1ccccc1N1CCN(S(=O)(=O)c2cnc[nH]2)CC1` gave GlmU inhibition 0.7% and RmlCD inh 1536 -7.
`Nc1nnc(SCC(=O)c2ccco2)s1` gave GlmU inhibition 2.8%.
CC(C)CNC(=S)N1CCC(c2nc(-c3ccc(F)cc3)no2)CC1 was read as GlmU inhibition 6.5% and RmlCD inh 1536 21.
`O=S(=O)(c1ccc(Cl)cc1)N1CCC(n2cccc2)CC1` gave GlmU inhibition -7.9%.
Screening CCOC(=O)C1(CCCc2ccccc2)CCN(C(=O)c2cncs2)CC1 returned GlmU inhibition 2.2%.
COc1ccc(Cl)cc1NC(=O)c1cc(-c2cc(C)ccc2O)n[nH]1 was read as GlmU inhibition 2.7% and RmlCD inh 1536 2.
For CC(C)(C)CC(C)(C)NCC(=O)Nc1c2c(nc3ccccc13)CCC2 the results were GlmU inhibition 0.3%.
For O=C(O)Cn1nnc2ccccc21 the results were GlmU inhibition 2.9%.
Screening O=C(c1ccccc1NS(=O)(=O)c1ccc2c(c1)OCCO2)N1CCOCC1 returned GlmU inhibition 3.5%.
For COc1cccc(C(=O)CSc2nnc(CNc3nc(-c4ccccc4)cs3)n2C)c1 the results were GlmU inhibition -1.1% and RmlCD inh 1536 0.
CC1(C)Cc2cccc(C(=O)NCc3ccco3)c2O1 was read as GlmU inhibition 3.5%.
CCN(CC)c1ccc(NC(=O)c2c(OC)cccc2OC)c(C)c1 was read as GlmU inhibition -0.7% and RmlCD inh 1536 -2.

Four compounds picked at random from the list so far:
`Nc1nnc(SCC(=O)c2ccco2)s1` gave GlmU inhibition 2.8%.
Screening Cc1cccc(C)c1NC(=S)NNc1ncc(C(F)(F)F)cc1Cl returned GlmU inhibition 2.2% and RmlCD inh 1536 6.
O=[N+]([O-])c1ccc(S(=O)(=O)CC(CN2CCOCC2)N2CCOCC2)cc1 (stereo unspecified) was read as GlmU inhibition 3.0%.
`COc1ccccc1N1CCN(S(=O)(=O)c2cnc[nH]2)CC1` gave GlmU inhibition 0.7% and RmlCD inh 1536 -7.

Next part:
Screening O=C(N/N=C/c1ccc(OC(=O)c2cccs2)cc1)c1ccc(F)cc1 returned GlmU inhibition -0.1% and RmlCD inh 1536 7.
Screening O=C(CSc1nnc(Cc2ccccc2)o1)N1CCc2ccccc21 returned GlmU inhibition -1.1% and RmlCD inh 1536 10.
`C=CCSc1nc2[nH]ncc2c(=O)[nH]1` gave GlmU inhibition -1.1%.
`O=C(Nc1nc2ccccc2s1)C1CC(=O)N(c2ccc(F)cc2)C1` (stereo unspecified) gave GlmU inhibition -6.4% and RmlCD inh 1536 10.
For O=C(CSc1nnc(-c2ccccn2)n1Cc1ccco1)c1ccc(Cl)cc1 the results were GlmU inhibition -0.4% and RmlCD inh 1536 36.
`N#Cc1c(-c2ccccc2)c(-c2ccccc2)nn(CC(=O)NNC(=O)Nc2ccc(Cl)c(Cl)c2)c1=O` gave GlmU inhibition -3.0%.
O=C(NCc1cn(-c2ccccc2)nc1-c1ccccc1)c1cc([N+](=O)[O-])cc([N+](=O)[O-])c1 was read as GlmU inhibition -0.7% and RmlCD inh 1536 5.
`O=C(O)CCC(=O)N1CCN(c2ccc(C(=O)c3ccc(F)cc3)cc2)CC1` gave GlmU inhibition 2.2% and RmlCD inh 1536 3.
For Cc1nn2c(N)c(C#N)cnc2c1-c1ccc(Cl)cc1 the results were RmlCD inh 1536 -6.
For COc1ccc(OC)c(S(=O)(=O)NCC2CCCO2)c1 (stereo unspecified) the results were GlmU inhibition -5.5% and RmlCD inh 1536 13.
CCCc1cc(=O)[nH]c(SCC(=O)Nc2ccc([N+](=O)[O-])cc2C#N)n1 was read as GlmU inhibition -2.8% and RmlCD inh 1536 7.
COC(=O)C1C(O)=C(C=NCc2ccccc2)C(=O)CC1(C)C (stereo unspecified) was read as GlmU inhibition 1.2% and RmlCD inh 1536 -7.
CCN(CC)S(=O)(=O)c1cccc(-c2nnc(SCC(=O)c3ccc(Cl)s3)n2C)c1 was read as GlmU inhibition 3.7% and RmlCD inh 1536 -6.
For CCCC(C)C(=O)Nc1cc([N+](=O)[O-])ccc1Cl (stereo unspecified) the results were GlmU inhibition -1.8% and RmlCD inh 1536 -17.
`CCc1ccc(OCC(=O)Nc2ncn[nH]2)cc1` gave GlmU inhibition -1.3%.
Screening CSc1nncc(/C(C)=N\Nc2cccc(C)c2)n1 returned GlmU inhibition 0.1%.
Screening CCP(=O)(CC)c1cccc(N)c1 returned GlmU inhibition -0.7% and RmlCD inh 1536 -7.
For COc1ccc(-c2nc(N3CCCCCC3)sc2C(=O)c2ccccc2)cc1 the results were GlmU inhibition -1.5% and RmlCD inh 1536 -14.
Screening Cc1ccc(S(=O)(=O)NCC(=O)OCC(=O)Nc2cccc(S(=O)(=O)NC3=NCCCCC3)c2)cc1 returned GlmU inhibition -7.3% and RmlCD inh 1536 5.
COC(=O)c1c(NC(=O)CC2NCCNC2=O)sc2c1CCCC2 (stereo unspecified) was read as GlmU inhibition -6.0%.

Reprinted from above for reference:
CCCc1cc(=O)[nH]c(SCC(=O)Nc2ccc([N+](=O)[O-])cc2C#N)n1 was read as GlmU inhibition -2.8% and RmlCD inh 1536 7.
COC(=O)C1C(O)=C(C=NCc2ccccc2)C(=O)CC1(C)C (stereo unspecified) was read as GlmU inhibition 1.2% and RmlCD inh 1536 -7.
CCN(CC)S(=O)(=O)c1cccc(-c2nnc(SCC(=O)c3ccc(Cl)s3)n2C)c1 was read as GlmU inhibition 3.7% and RmlCD inh 1536 -6.
For CCCC(C)C(=O)Nc1cc([N+](=O)[O-])ccc1Cl (stereo unspecified) the results were GlmU inhibition -1.8% and RmlCD inh 1536 -17.
`CCc1ccc(OCC(=O)Nc2ncn[nH]2)cc1` gave GlmU inhibition -1.3%.

Other compounds
`Cc1onc(-c2c(F)cccc2Cl)c1C(=O)OCC(=O)NCc1ccco1` gave GlmU inhibition -0.2% and RmlCD inh 1536 16.
Cc1ccc(S(=O)(=O)N(C)c2c(C)ccc(S(=O)(=O)N3CCN(C)CC3)c2C)cc1 was read as GlmU inhibition 5.4% and RmlCD inh 1536 9.
`CN(C)c1ccc(-c2nc3n(n2)C(c2cccnc2)C2=C(CC(C)(C)CC2=O)N3)cc1` (stereo unspecified) gave GlmU inhibition -4.2% and RmlCD inh 1536 58.
Screening Cc1nonc1C(=O)N/N=C/c1ccccc1 returned GlmU inhibition -4.0% and RmlCD inh 1536 14.
`O=C1CN=C(c2ccc[nH]2)c2cc(Cl)ccc2N1` gave GlmU inhibition 4.0% and RmlCD inh 1536 22.

Four entries out of the list, arranged by length of the SMILES, lowest first.
Screening Cc1nonc1C(=O)N/N=C/c1ccccc1 returned GlmU inhibition -4.0% and RmlCD inh 1536 14.
COC(=O)c1c(NC(=O)CC2NCCNC2=O)sc2c1CCCC2 (stereo unspecified) was read as GlmU inhibition -6.0%.
`Cc1onc(-c2c(F)cccc2Cl)c1C(=O)OCC(=O)NCc1ccco1` gave GlmU inhibition -0.2% and RmlCD inh 1536 16.
Cc1ccc(S(=O)(=O)N(C)c2c(C)ccc(S(=O)(=O)N3CCN(C)CC3)c2C)cc1 was read as GlmU inhibition 5.4% and RmlCD inh 1536 9.
